HTR5A ag – HTR5A agonists in luminescence cell assay, primary screen, counter-screen for OPRM1-OPRD1 heterodimer agonist project, full-deck HTS; activation, % at 9.3 µM; AID 504692, 2011; 340,000 tested, 0.61% active; cell-based; 5-hydroxytryptamine receptor 5A (Homo sapiens), P47898; in the data active = activation mostly above about 9.5%, no sharp cut-off; inactive = mostly below about 7.6%;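 note: 0% = cells with vehicle only and 100% = reference agonist; strong numbers were not always called active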
Target sequence (P47898 whole entry, looked up): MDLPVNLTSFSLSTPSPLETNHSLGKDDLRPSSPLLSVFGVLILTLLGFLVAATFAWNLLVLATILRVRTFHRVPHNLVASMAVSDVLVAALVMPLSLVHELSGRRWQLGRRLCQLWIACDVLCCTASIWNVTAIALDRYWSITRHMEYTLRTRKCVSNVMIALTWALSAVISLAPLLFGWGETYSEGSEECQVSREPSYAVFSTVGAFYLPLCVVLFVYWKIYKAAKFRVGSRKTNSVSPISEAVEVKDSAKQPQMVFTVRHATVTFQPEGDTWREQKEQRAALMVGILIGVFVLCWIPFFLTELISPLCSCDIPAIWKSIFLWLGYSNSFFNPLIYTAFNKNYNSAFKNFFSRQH
MOR-DOR ag – agonists of OPRM1-OPRD1 heterodimerization, primary screen, cell-based, luminescence; Mu-type opioid receptor (Homo sapiens) + Delta-type opioid receptor (Homo sapiens), …; cells; activation, % at 9.3 µM; 340,000 tested, 0.3% active; in the data active = activation above about 18%;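 note: 0% = vehicle-treated cells and 100% = reference agonist; values of inactives mirror those of a sister screen read the other way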
OPRM1-OPRD1 inv – inverse agonists of MOR-DOR heterodimerization, primary screen, cell-based, luminescence | inhibition, % at 9.3 µM | Mu-type opioid receptor (Homo sapiens) + Delta-type opioid receptor (Homo sapiens), … | AID 504357, 2011 | cell-based MOR-DOR heterodimer luminescence, inverse agonism | 340,000 tested, 0.21% active; in the data active = inhibition above about 22%, passing the limit was not always enough;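 note: 0% = cells with DMSO and 100% = wells without cells with DMSO; values of inactives mirror those of a sister screen read the other way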
CAL PDZ FP – untagged CAL PDZ binding inhibitors, primary screen, biochemical, fluorescence polarization, HTS | Golgi-associated PDZ and coiled-coil motif-containing protein (Homo sapiens), Q9HD26 | purified CAL PDZ, TMR-peptide fluorescence polarization, 1 h | inhibition, % at 24.9 µM | 300,000 tested, 0.92% active | AID 602252, 2012;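 active = mean inhibition of at least 30% with at least half of replicates also reaching 30%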;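 note: 0% = DMSO neutral control and 100% = excess unlabeled competitor peptide PRC23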
HTR5A inv ag – HTR5A inverse agonists in luminescence cell assay, primary screen, counter-screen for OPRM1-OPRD1 heterodimer inverse agonist project, full-deck HTS | 5-hydroxytryptamine receptor 5A (Homo sapiens), P47898 | HTR5A cell line, inverse agonism | inhibition, % at 9.3 µM | 340,000 tested, 0.083% active | AID 504634, 2011; in the data active = inhibition mostly above about 23%, no sharp cut-off; inactive = mostly below about 18%;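 note: 0% = cells with DMSO and 100% = no-cell wells with DMSO; some compounds called inactive have numbers as strong as hits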
cardiac RTF act – cardiac RTF calcium sensitivity activators, primary screen, biochemical, IANBD-TnC fluorescence, EC20 calcium | Troponin I, cardiac muscle (Homo sapiens) + Troponin T, cardiac muscle (Homo sapiens) + … | IANBD-labeled TnC RTF fluorescence at EC20 calcium; 0% EC20 calcium, 100% full calcium | activation, % at 7.2 µM | 340,000 tested, 0.24% active | AID 493008, 2010;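 active = activation above the mean over all tested compounds plus 3 SD, cut at about 30% in these data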;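 note: rise in fluorescence read as greater calcium sensitivity of cardiac thin filaments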
V-ATPase pH – regulators of yeast V-ATPase proton pumping, primary screen, pHLuorin cytosolic pH fluorescence. S. cerevisiae. response, % at 10 µM. 350,000 tested, 0.37% active; in the data active = response mostly above about 7.3%, no sharp cut-off; inactive = mostly below about 5.4%; note: actives read high; inactives centre near 0; some compounds called inactive have numbers as strong as hits; reference of the scale not given here
RTF Ca sens inh – cardiac RTF calcium sensitivity inhibitors, primary screen, biochemical, IANBD-TnC fluorescence, EC70 calcium | AID 493244, 2011 | inhibition, % at 7.15 µM | 340,000 tested, 0.12% active | Troponin I, cardiac muscle (Homo sapiens) + Troponin T, cardiac muscle (Homo sapiens) + … | IANBD-labeled cardiac RTF, Ca2+ fluorescence;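 active = inhibition above the mean inhibition of all tested compounds plus 3 SD, cut at about 17% in these data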;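 note: assay run at fixed EC70 calcium of 1.6 mM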
Keap1-Nrf2 PPI – Keap1-Nrf2 protein-protein interaction inhibitors, primary screen, biochemical, fluorescence polarization, single point; Keap1 Kelch-Nrf2 peptide fluorescence polarization, 1536-well; inhibition, % at 9.4 µM; 340,000 tested, 0.15% active; in the data active = inhibition above about 12%;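 note: human Keap1 Kelch domain with fluorescein labeled Nrf2 9mer peptide probe; 0% = neutral control wells and 100% = peptide positive control; higher means more block of Keap1 binding to Nrf2 peptide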
Target sequence (Q14145 whole entry, looked up, the tested form may be a part): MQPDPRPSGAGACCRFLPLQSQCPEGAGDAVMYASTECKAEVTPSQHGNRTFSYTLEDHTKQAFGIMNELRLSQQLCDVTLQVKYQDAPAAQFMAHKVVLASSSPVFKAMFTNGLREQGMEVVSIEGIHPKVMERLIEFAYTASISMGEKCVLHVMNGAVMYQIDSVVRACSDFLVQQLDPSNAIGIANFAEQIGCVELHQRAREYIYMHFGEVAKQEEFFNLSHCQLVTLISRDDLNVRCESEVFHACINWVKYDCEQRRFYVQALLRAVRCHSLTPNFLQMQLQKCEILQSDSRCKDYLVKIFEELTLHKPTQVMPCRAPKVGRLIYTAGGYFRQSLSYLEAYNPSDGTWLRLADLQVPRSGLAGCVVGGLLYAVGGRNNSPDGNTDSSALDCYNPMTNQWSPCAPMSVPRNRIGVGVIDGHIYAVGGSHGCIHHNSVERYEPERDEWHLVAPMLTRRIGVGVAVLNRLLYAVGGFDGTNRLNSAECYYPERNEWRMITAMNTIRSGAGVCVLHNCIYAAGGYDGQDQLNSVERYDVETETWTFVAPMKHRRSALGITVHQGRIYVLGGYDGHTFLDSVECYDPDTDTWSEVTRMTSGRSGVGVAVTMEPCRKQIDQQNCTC
LANA DNA inh – inhibitors of KSHV C-LANA binding to DNA, primary screen, biochemical, fluorescence polarization, FAM-LBS DNA, MBP-C-LANA, single point. Kaposi's sarcoma herpesvirus LANA C-terminal domain (residues 932-1162) DNA binding. inhibition, % at 9 µM. 340,000 tested, 0.078% active;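 active = highest replicate inhibition at or above 60% at 9 µM, even if other replicates fall short; inactive = all replicates below 60% inhibition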;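 note: 0% = neutral control wells and 100% = 4 µM acridine orange control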
Active calls of the source: *; / = no result given.

SMILES	HTR5A ag	MOR-DOR ag	OPRM1-OPRD1 inv	CAL PDZ FP	HTR5A inv ag	cardiac RTF act	V-ATPase pH	RTF Ca sens inh	Keap1-Nrf2 PPI	LANA DNA inh
C#CCOCCOCCOCCNc1nc(N2CCN(C(=O)CCCCCCCCCCNC(=O)Cn3cc(CCCCCN)nn3)CC2)nc(N2CCN(C(=O)CCCCCCCCCCNC(=O)[C@@H](CCC(=O)O)n3cc(CCCCCN)nn3)CC2)n1	4	-2.5	14	3	2	2	0	1	-17	-0.1
CN(c1ccccc1)S(=O)(=O)c1ccc(NC(=O)CC(=O)c2ccccc2)cc1	0	-0.4	2	-3	1	5	2	0	-1	3.5
CC(C)(C)C(=O)Nc1sc2c(c1C#N)CCCCC2	1	5.0	-21	-7	-2	-2	1	-5	-3	-2.1
NNC(=O)c1n[nH]c2c1CC(C1CCCCC1)CC2 (stereo unspecified)	-3	-1.6	9	0	-12	-8	1	-1	-2	-0.4
O=C(N/N=C/c1ccc(Cl)cc1Cl)c1ccc2nc[nH]c2c1	3	-1.9	10	0	-11	-7	4	-2	-6	1.6
CCCCC1C(=O)NN(c2ccccc2)C1=O (stereo unspecified)	1	-4.2	22	-3	-5	-5	-3	3	1	-0.5
COc1cc(OC)cc(-c2n[nH]c(=S)n2-c2ccc3c(c2)OCCO3)c1	4	0.2	-1	-3	-3	1	4	5	2	10
Cc1nc2nc(-c3ccccc3)[nH]n2c(=O)c1Cc1ccccc1	1	-3.8	16	/	13	7	-4	4	0	0.9
CCC(O)CC(C(=O)NNc1ccccc1)C(=O)NNc1ccccc1 (stereo unspecified)	3	-3.2	18	1	-9	-2	-2	-4	2	1.0
FC(F)Oc1ccc(-n2cc(-c3ccc(Cl)cc3)[n+]3c2CCCCC3)cc1	-3	-1.9	9	-1	17	4	11	0	-4	-0.4
COc1ccc(CCN(C)C(=O)c2c(C)nn(-c3ccccc3)c2C)cc1OC	0	-1.6	9	-1	-2	-1	-4	0	-3	0.0
CC(C)(C)c1ccc(/C=C/C(=O)N2CCOCC2)cc1	1	-2.7	14	1	-4	1	0	-6	-6	-0.1
CN(CC(=O)Nc1cccc(S(=O)(=O)NC2=NCCCCC2)c1)Cc1ccc(C(C)(C)C)cc1	-4	-0.4	2	0	10	-7	-3	0	3	16
O=C(C1CC12CCCC2)N1CCC(CO)(Cc2ccccc2Cl)CC1 (stereo unspecified)	1	0.6	-5	0	-4	-6	3	9	-1	0.9
C=C(C)[C@@H]1CC[C@]2(C(=O)O)CC[C@]3(C)[C@H](CC[C@@H]4[C@@]5(C)CC[C@H](O)C(C)(C)[C@@H]5CC[C@]43C)[C@@H]12	-1	-1.5	8	-8	2	7	2	-6	-2	0.3
C/C(CC(=O)Nc1ccccn1)=N\NC(=O)C(=O)Nc1cccc(Cl)c1C	9	-0.2	1	-2	-26	11	-2	5	-2	-1.4
CC1Cc2ccccc2N1C(=O)CNCCCN(C)C (stereo unspecified)	3	-1.9	10	4	-8	5	-3	-3	0	1.3
CCCSC1=C(C#N)C(c2cc(OC)ccc2OC)CC(=O)N1 (stereo unspecified)	6	-1.3	7	/	-18	1	3	-6	-1	-2.0
CC(=O)N1c2ccc(S(=O)(=O)N3CCC(C(=O)NCc4ccc(F)cc4)CC3)cc2CC1C (stereo unspecified)	4	-0.1	0	1	-1	-3	1	-9	1	-1.6
Cc1c(-c2ccccc2)c(=O)oc2cc(O)ccc12	0	0.1	-1	-2	4	5	2	-1	2	1.4
CN(C)S(=O)(=O)c1ccc(Cl)c(NC(=O)COC(=O)c2ccc(O)cc2)c1	2	-0.4	2	/	-10	-1	2	-11	2	0.4
Cc1cc(/C=C\c2ccccc2)nc2ccccc12	-2	0.0	0	1	6	-5	1	5	-4	1.9
Cn1c(=O)oc2cc(S(=O)(=O)N3CCN(c4ccccc4)CC3)ccc21	3	-1.5	7	-3	8	6	1	-6	-2	-0.1
COc1ccccc1N1CCN(C(=O)C(C)N(c2ccc(C)c(C)c2)S(C)(=O)=O)CC1 (stereo unspecified)	1	-0.8	3	2	-3	-7	1	7	3	0.1
N#Cc1ccc(C(=O)Nc2nc(-c3cccs3)c(C(=O)C(F)(F)F)s2)cc1	9	-0.5	3	/	-25	-1	4	-2	-1	-0.6
COc1ccccc1NS(=O)(=O)c1cccc(C(=O)NCc2ccccn2)c1	5	-3.1	18	-3	-17	4	-3	-15	4	-0.4
OCCN(Cc1ccccc1)Cc1nc(CC2CC2)no1	0	-3.4	16	2	0	1	-2	0	-6	-0.9
CNC(C)c1ccc(S(N)(=O)=O)cc1 (stereo unspecified)	-3	-0.5	3	-3	-1	5	2	-1	-1	0.1
O=C(N=Nc1c(O)[nH]c2ccccc12)c1ccc2c(c1)OCO2	-5	0.3	-2	-2	2	-11	-1	2	-2	1.1
COc1ccc(Nc2nnc(C)c3ccccc23)cc1	4	-2.1	10	-3	-16	-5	-3	0	-6	2.1
Cc1ccc(C(C)(C)C)cc1S(=O)(=O)Nc1ncnc2sccc12	6	0.1	0	-6	-15	0	8	-3	-3	-0.5
O=[N+]([O-])c1ccc(C(=S)N2CCC(Cc3ccccc3)CC2)cc1	-2	1.3	-7	-1	5	-4	4	-10	2	0.5
COCC(=O)Nc1cc(C)cn(Cc2ccc(F)cc2)c1=O	-1	-1.9	9	-1	2	1	-2	-5	-7	-3.8
Cc1ccc(NC(=O)c2sc3ccccc3c2Cl)nc1	0	-1.1	6	2	-40	0	1	6	-4	-1.4
Cc1ccc(S(=O)(=O)N2CCN(c3nc(C)c4c(c3C#N)CC(C)(C)OC4)CC2)cc1	0	4.7	-21	-1	15	-1	2	0	-3	0.0
COc1cccc(N2CCN(C3CC(=O)N(c4cccc(Cl)c4)C3=O)CC2)c1 (stereo unspecified)	6	-0.5	2	-2	-6	-1	1	-3	0	-1.4
CC(C)CC(OC(=O)c1cccs1)C(=O)NCc1cccs1 (stereo unspecified)	2	-2.3	14	-6	-12	0	0	-5	0	1.5
O=C(NC(=S)N1CCN(c2ccc([N+](=O)[O-])cc2)CC1)c1ccccc1F	0	-1.2	6	-4	-8	2	-4	12	-2	0.6
CCOC(=O)C1(CCc2ccccc2)CCN(C(=O)C2=C(C)OCCO2)CC1	/	/	/	5	/	/	-1	/	5	-0.4
O=C(O)c1ccc(-n2c(-c3ccc(Br)cc3)n[nH]c2=S)cc1	-8	-1.1	6	-12	4	2	-4	-10	3	0.8
O=C(Nc1ccc2c(c1)OCO2)c1ccc(S(=O)(=O)NCC2CCCO2)cc1 (stereo unspecified)	-1	-1.6	8	-3	2	2	-2	-2	2	-1.4
O=[N+]([O-])/C=C/c1cn(Cc2ccc(F)cc2)c2ccccc12	-2	3.0	-17	/	-8	-2	-5	0	1	-0.6
COc1ccc(NC(=O)COC(=O)C23CC4CC(CC(NC(C)=O)(C4)C2)C3)cc1S(=O)(=O)N1CCOCC1	5	-2.6	13	-5	-20	1	-1	-8	-2	0.0
O=C(Nc1ccccc1)O/N=C/c1ccccc1Cl	-1	-1.9	11	-5	9	-3	3	-1	-4	0.3
N=C1/C(=C\c2coc3ccc(O)cc3c2=O)C(=O)N=C2SC=CN12	0	1.8	-9	2	3	152*	-1	-218	-8	27
O=C(NC1CCCC1)c1cc(=O)[nH]c2ccccc12	-1	-0.2	1	4	3	2	5	5	-3	7.7
Cc1nc2cc(NC(=O)c3ccc(Cl)cc3)ccc2n1C	-2	-4.1	19	-8	6	-7	5	-5	1	1.7
Cc1ccc(C(C(=O)Nc2ccc3c(c2)OCO3)N(C)C(=O)Cc2c[nH]c3ccccc23)cc1 (stereo unspecified)	2	3.6	-20	-4	-8	6	-2	0	3	1.9
O/N=C(\c1ccccn1)C1CC1c1ccccc1 (stereo unspecified)	-2	-0.4	3	-1	6	-1	-1	3	-1	3.0
Cc1nnc(SCC(=O)NCC2CCCO2)n1Cc1ccccc1 (stereo unspecified)	0	-0.8	4	-3	1	1	-6	-7	2	-2.1
COc1ccc(-c2csc3ncnc(Nc4ccc(O)cc4)c23)cc1	9	7.2	-38	-1	-29	-3	0	8	-1	-0.2
CCOC(=O)c1cc(S(=O)(=O)N(C)Cc2ccccc2)cn1C	6	-2.1	11	/	12	1	1	-2	0	-1.5

Eight structures from above, ordered by molar mass, descending.
SMILES	HTR5A ag	MOR-DOR ag	OPRM1-OPRD1 inv	CAL PDZ FP	HTR5A inv ag	cardiac RTF act	V-ATPase pH	RTF Ca sens inh	Keap1-Nrf2 PPI	LANA DNA inh
Cc1ccc(C(C(=O)Nc2ccc3c(c2)OCO3)N(C)C(=O)Cc2c[nH]c3ccccc23)cc1 (stereo unspecified)	2	3.6	-20	-4	-8	6	-2	0	3	1.9
COc1ccc(-c2csc3ncnc(Nc4ccc(O)cc4)c23)cc1	9	7.2	-38	-1	-29	-3	0	8	-1	-0.2
Cc1nnc(SCC(=O)NCC2CCCO2)n1Cc1ccccc1 (stereo unspecified)	0	-0.8	4	-3	1	1	-6	-7	2	-2.1
CCOC(=O)c1cc(S(=O)(=O)N(C)Cc2ccccc2)cn1C	6	-2.1	11	/	12	1	1	-2	0	-1.5
Cc1nc2cc(NC(=O)c3ccc(Cl)cc3)ccc2n1C	-2	-4.1	19	-8	6	-7	5	-5	1	1.7
O=[N+]([O-])/C=C/c1cn(Cc2ccc(F)cc2)c2ccccc12	-2	3.0	-17	/	-8	-2	-5	0	1	-0.6
O=C(Nc1ccccc1)O/N=C/c1ccccc1Cl	-1	-1.9	11	-5	9	-3	3	-1	-4	0.3
O/N=C(\c1ccccn1)C1CC1c1ccccc1 (stereo unspecified)	-2	-0.4	3	-1	6	-1	-1	3	-1	3.0
